High-throughput results as filed in PubChem.
cardiac RTF act = increases calcium sensitivity of human cardiac regulated thin filaments; P19429+P45379; IANBD-labeled TnC RTF fluorescence at EC20 calcium; 0% EC20 calcium, 100% full calcium; activation, % at 7.2 µM; actives 0.24% (n = 340,000); AID 493008;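 active means activation above the mean over all tested compounds plus 3 SD, cut at about 30% in these data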;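 further: rise in fluorescence read as greater calcium sensitivity of cardiac thin filaments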
LANA DNA inh = blocks KSHV LANA C-terminal domain binding to DNA; inhibition, % at 9 µM; AID 504423; MBP-C-LANA/FAM-LBS DNA binding, fluorescence polarization; actives 0.078% (n = 340,000);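 active means highest replicate inhibition at or above 60% at 9 µM, even if other replicates fall short; inactive means all replicates below 60% inhibition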;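 further: 0% = neutral control wells and 100% = 4 µM acridine orange control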
Pemphigus Ab inh = human desmoglein-3 autoantibody binding inhibition; actives 0.48% (n = 310,000); binding (percent of control), % at 10 µM; DSG3-coupled beads, scFv-anti-DSG3-GFP binding, flow cytometry; stronger effect = lower value;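 active means binding more than 3 SD below its plate's average and above zero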;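 further: hits lower antibody fragment binding to DSG3; some compounds called inactive have numbers as strong as hits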
OPRM1-OPRD1 ag = agonists of human mu-delta opioid receptor heterodimerization. P35372+P41143. activation, % at 9.3 µM. actives 0.3% (n = 340,000). cells, OPRM1-OPRD1 heterodimerization, luminescence; in the data active means activation above about 18%;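 further: 0% = vehicle-treated cells and 100% = reference agonist; values of inactives mirror those of a sister screen read the other way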
MOR-DOR inv ag = inverse agonist of human OPRM1-OPRD1 heterodimerization. cell-based MOR-DOR heterodimer luminescence, inverse agonism. inhibition, % at 9.3 µM. actives 0.21% (n = 340,000). AID 504357; in the data active means inhibition above about 22%, passing the limit was not always enough;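 further: 0% = cells with DMSO and 100% = wells without cells with DMSO; values of inactives mirror those of a sister screen read the other way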
V-ATPase pHluor = regulators of yeast V-ATPase proton transport; actives 0.37% (n = 350,000); response, % at 10 µM; S. cerevisiae, pHLuorin cytosolic pH fluorescence; in the data active means response mostly above about 7.3%, no sharp cut-off; inactive means mostly below about 5.4%; further: actives read high; inactives centre near 0; some compounds called inactive have numbers as strong as hits; reference of the scale not given here
Wnt bcat act = activators of Wnt/beta-catenin signaling; actives 1.2% (n = 300,000); activation, % at 9.35 µM; AID 743398; Wnt/beta-catenin reporter cell assay, activator, plate reader; in the data active means activation above about 30%, passing the limit was not always enough;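 further: 0% = neutral control wells and 100% = positive control wells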
Arr AP2 block = inhibitors of human beta-arrestin and AP2 interaction | FITC-arrestin peptide / GST-AP2 beads, flow cytometry; AP2 beta2 appendage carries R879A mutation | actives 0.31% (n = 340,000) | inhibition, % at 10 µM | AID 504490;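 active means inhibition above a set limit, near 3 SD of compounds lacking own fluorescence, cut at about 54% in these data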;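 further: plate controls were DMSO wells for no effect and 5 µM unlabelled arrestin peptide for full effect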
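Material – GST-tagged AP2 beta2-adaptin appendage (R879A) on 4 µm glutathione beads · Probe or stimulus – fluorescein-tagged arrestin peptide at 50 nM final · Timing – 12 min plus 1 h, RT · Detection – bead flow cytometry, FITC channel · Read-out basis – inhibition as reduced fluorescein signal on beads, percent · Medium – PBS plus Tween 20 (0.05%) and BSA (0.1%)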
Cardiac RTF inh = cardiac RTF calcium desensitization. P19429+P45379. IANBD-labeled cardiac RTF, Ca2+ fluorescence. inhibition, % at 7.15 µM. actives 0.12% (n = 340,000). AID 493244;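 active means inhibition above the mean inhibition of all tested compounds plus 3 SD, cut at about 17% in these data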;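 further: assay run at fixed EC70 calcium of 1.6 mM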
Keap1-Nrf2 PPI = inhibitors of human Keap1-Nrf2 protein-protein interaction | Keap1 Kelch-Nrf2 peptide fluorescence polarization, 1536-well | inhibition, % at 9.4 µM | actives 0.15% (n = 340,000) | AID 504523; in the data active means inhibition above about 12%;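 further: human Keap1 Kelch domain with fluorescein labeled Nrf2 9mer peptide probe; 0% = neutral control wells and 100% = peptide positive control; higher means more block of Keap1 binding to Nrf2 peptide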
Target sequence (Q14145 whole entry, looked up, the tested form may be a part): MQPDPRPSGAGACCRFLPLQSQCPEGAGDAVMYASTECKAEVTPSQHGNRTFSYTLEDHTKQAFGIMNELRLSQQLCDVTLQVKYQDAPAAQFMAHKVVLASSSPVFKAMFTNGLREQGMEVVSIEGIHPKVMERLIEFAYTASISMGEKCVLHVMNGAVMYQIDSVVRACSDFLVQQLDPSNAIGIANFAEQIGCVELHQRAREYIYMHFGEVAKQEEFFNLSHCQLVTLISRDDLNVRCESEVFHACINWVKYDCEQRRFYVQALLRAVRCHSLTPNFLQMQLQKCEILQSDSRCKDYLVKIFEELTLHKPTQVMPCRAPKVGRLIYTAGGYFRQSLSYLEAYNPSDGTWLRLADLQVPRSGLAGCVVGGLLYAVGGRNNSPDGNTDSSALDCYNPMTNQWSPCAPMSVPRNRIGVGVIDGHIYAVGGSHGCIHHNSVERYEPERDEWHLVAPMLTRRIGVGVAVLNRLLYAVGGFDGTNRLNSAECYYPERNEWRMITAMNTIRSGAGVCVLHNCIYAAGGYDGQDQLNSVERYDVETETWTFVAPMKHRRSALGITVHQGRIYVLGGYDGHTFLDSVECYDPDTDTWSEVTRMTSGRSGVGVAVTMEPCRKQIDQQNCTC
* hit, by the source's call; · = not tested or not shown.

nr	SMILES	cardiac RTF act	LANA DNA inh	Pemphigus Ab inh	OPRM1-OPRD1 ag	MOR-DOR inv ag
1	Cc1cccc(N2CCN(C(=O)C34CC5CC(CC(C5)C3)C4)CC2)c1C	-4	1.6	101	1.2	-6
2	CC(C)CCSc1nc2[nH]ncc2c(=O)[nH]1	0	-2.2	102	-1.1	6
3	CCOc1ccccc1NC(=O)C1CC(=O)n2ncnc2N1 (centres undefined)	-3	0.2	106	-2.6	14
4	CCCSCCCNC(=O)c1ccc(C)c(NC(=O)C2=C(C)OCCS2)c1	0	-3.3	96	-2.8	12
5	COc1ccc(C(CC(=O)NC(C)c2ccc(-c3ccccc3)cc2)NC(C)=O)cc1 (centres undefined)	2	-0.1	112	-0.3	2
6	CCCNC(=O)COc1coc(CN2CCN(C(=O)c3ccco3)CC2)cc1=O	1	1.2	99	-2.8	13
7	CCn1c(=S)sc2c(=O)n(CC(=O)Nc3cccc(OC)c3)c(C)nc21	-1	0.7	110	-1.6	9
8	NS(=O)(=O)c1ccc(CCNC(=O)c2cc(-c3cccs3)nc3ccccc23)cc1	1	-0.4	103	-2.9	15
9	CCO/C=C1/C(=O)N(c2ccc(OC)cc2)C(=O)c2ccccc21	-5	-0.4	110	-1.2	6
10	Cc1nc(NCCc2ccccc2)c2oc3ccccc3c2n1	3	1.4	·	1.0	-5
11	O=C(Nc1nnc(Cc2ccc(Cl)cc2)s1)c1cccs1	1	-0.8	88	-2.7	13
12	COc1ccc(NS(=O)(=O)c2cc(NC(=O)C(CC(C)C)NC(N)=O)ccc2N2CCOCC2)cc1 (centres undefined)	-2	0.7	124	1.2	-5

nr	V-ATPase pHluor	Wnt bcat act	Arr AP2 block	Cardiac RTF inh	Keap1-Nrf2 PPI
1	3	-7	11	-12	2
2	48*	-3	59*	-1	1
3	-5	·	6	-5	-1
4	-4	-9	-13	-7	-1
5	-2	-1	9	10	-6
6	-5	1	-13	-2	2
7	2	0	10	-10	-5
8	0	-2	-2	-2	-4
9	-1	0	31	1	-3
10	0	-1	1	-8	-6
11	2	·	1	-4	4
12	3	-3	-3	-1	-4

Three compounds out of the list, sorted by count of non-hydrogen atoms, ascending.
nr	SMILES	cardiac RTF act	LANA DNA inh	Pemphigus Ab inh	OPRM1-OPRD1 ag	MOR-DOR inv ag
2	CC(C)CCSc1nc2[nH]ncc2c(=O)[nH]1	0	-2.2	102	-1.1	6
10	Cc1nc(NCCc2ccccc2)c2oc3ccccc3c2n1	3	1.4	·	1.0	-5
6	CCCNC(=O)COc1coc(CN2CCN(C(=O)c3ccco3)CC2)cc1=O	1	1.2	99	-2.8	13

nr	V-ATPase pHluor	Wnt bcat act	Arr AP2 block	Cardiac RTF inh	Keap1-Nrf2 PPI
2	48*	-3	59*	-1	1
10	0	-1	1	-8	-6
6	-5	1	-13	-2	2

Full records from above. Screens in order: cardiac RTF act | LANA DNA inh | Pemphigus Ab inh | OPRM1-OPRD1 ag | MOR-DOR inv ag | V-ATPase pHluor | Wnt bcat act | Arr AP2 block | Cardiac RTF inh | Keap1-Nrf2 PPI
Entry for `Cc1cccc(N2CCN(C(=O)C34CC5CC(CC(C5)C3)C4)CC2)c1C` → -4 | 1.6 | 101 | 1.2 | -6 | 3 | -7 | 11 | -12 | 2
Entry for `NS(=O)(=O)c1ccc(CCNC(=O)c2cc(-c3cccs3)nc3ccccc23)cc1` → 1 | -0.4 | 103 | -2.9 | 15 | 0 | -2 | -2 | -2 | -4

Other structures:
nr	SMILES	cardiac RTF act	LANA DNA inh	Pemphigus Ab inh	OPRM1-OPRD1 ag	MOR-DOR inv ag
13	Cc1ccc(NC(=O)C(NC2CCCC2)c2ccccc2)cc1Cl (centres undefined)	-2	-0.8	93	1.6	-8
14	C[C@H](NC(=O)Nc1cccc(C(F)(F)F)c1)C(=O)O	5	-3.6	98	0.1	-1
15	Cc1ccc(S(=O)(=O)Nc2cc(=O)[nH]c(SCC(=O)Nc3ccccc3C(F)(F)F)n2)cc1	-7	0.2	·	1.0	-8
16	COC(=O)C(C)N=Cc1ccccc1 (centres undefined)	3	0.6	116	1.3	-6
17	C[C@@]12C(=O)Nc3ccc(Br)cc3C(=O)N1[C@H]1c3cc(Cl)ccc3OC[C@@H]1[C@@H]2c1ccccc1	-4	-0.3	99	-0.7	4
18	O=C(O)c1ccc(N2CC3CC(C2)c2cccc(=O)n2C3)c(NC(=S)Nc2ccc(Br)cc2)c1 (centres undefined)	7	-1.3	·	3.7	-18
19	CNC(=O)c1cc2cc(Cl)cc(OC)c2oc1=O	-2	3.2	104	-3.1	15
20	O=S(=O)(Cc1ccccc1)Oc1ccccc1	-4	2.7	98	-0.6	3
21	Cc1nc2sccn2c(=O)c1S(=O)(=O)NCC(C)c1ccccc1 (centres undefined)	2	-0.2	109	-1.1	6
22	COc1ccc(NC(=O)CCSc2ccc3ccccc3n2)cc1	1	-1.1	102	-0.8	4
23	CCCCC1(CC)C(=O)NC(=O)NC1=Nc1ccc(OC)cc1 (centres undefined)	0	-0.3	96	-2.9	13
24	Cc1cc(C(F)F)n2ncc(C(=O)NC3CCCCCC3)c2n1	-1	0.7	113	-3.8	22

nr	V-ATPase pHluor	Wnt bcat act	Arr AP2 block	Cardiac RTF inh	Keap1-Nrf2 PPI
13	-1	1	10	1	2
14	2	·	1	-8	3
15	0	-1	16	-6	-3
16	3	-1	4	-6	-2
17	4	·	23	-6	-2
18	-6	18	-2	-10	-5
19	-3	·	-11	0	2
20	-2	24	-13	-5	-1
21	0	-5	-2	6	-7
22	2	0	12	-16	4
23	6	·	3	-2	-1
24	5	·	14	-5	-1

(further entries)
nr	SMILES	cardiac RTF act	LANA DNA inh	Pemphigus Ab inh	OPRM1-OPRD1 ag	MOR-DOR inv ag
25	O=C(O)c1cccc(-n2cccc2/C=C/[N+](=O)[O-])c1	1	35	24*	1.8	-9
26	COC(=O)c1cc(Cn2nc(C(=O)O)c3ccccc3c2=O)oc1C	-3	0.0	112	-3.4	15
27	CCOC(=O)C1=C(C)NC2=C(C(=O)CC(c3cccs3)C2)C1c1cccs1 (centres undefined)	2	-0.1	98	-4.7	26
28	CC(C)C(=O)Nc1ncc(Cc2ccc(Cl)cc2)s1	3	-1.7	102	-1.6	8
29	COc1cc(NC(=O)NCC2CCN(Cc3ccccc3F)CC2)cc(OC)c1	-7	-4.5	102	-2.2	11
30	Nc1nonc1C(=O)NCCN=Cc1cc(Cc2ccccc2)cc(Br)c1O	-7	2.0	100	4.2	-19
31	Clc1ccc(C2=NN(c3ccccc3)C(c3ccco3)C2)cc1 (centres undefined)	0	0.7	100	-0.1	1
32	COc1ccc(NC(=O)c2nc[nH]c2C(=O)NCc2ccccc2)cc1	2	-0.9	101	1.0	-5
33	O=C(NNc1nc2cc3c(cc2s1)OCO3)c1cccc(F)c1	-1	-1.5	98	0.3	-2
34	CCOc1ccc(NS(=O)(=O)c2ccc(C(=O)N3CCCCC3)cc2)cc1	-6	1.5	116	-0.5	3
35	CCn1c(C(=O)N2CCC(C(=O)NCc3cccs3)CC2)cc2sccc21	-1	1.1	105	-0.6	3
36	Cc1nc2ccc(NC(=O)c3ccc(S(=O)(=O)N(C)c4ccccc4)cc3)cc2s1	2	0.3	109	0.6	-3

nr	V-ATPase pHluor	Wnt bcat act	Arr AP2 block	Cardiac RTF inh	Keap1-Nrf2 PPI
25	8	-2	30	7	-1
26	4	2	40	1	-1
27	-1	·	-2	-8	0
28	-3	11	20	-6	-2
29	0	-2	29	0	3
30	-4	·	28	4	4
31	-8	2	6	1	-2
32	1	-8	3	-2	-8
33	0	6	0	-1	-4
34	-1	-3	-17	-7	-4
35	-9	-4	26	-4	9
36	-2	-2	-22	5	-12

Next section:
nr	SMILES	cardiac RTF act	LANA DNA inh	Pemphigus Ab inh	OPRM1-OPRD1 ag	MOR-DOR inv ag
37	Cc1cccc(NC(=O)c2cc(NC(=O)c3ccco3)ccc2N2CCCCC2)c1	-7	-0.7	107	-1.8	9
38	O=C(COC(=O)c1cc(S(=O)(=O)N2CCOCC2)ccc1F)c1ccc[nH]1	-6	-2.2	100	0.7	-3
39	N#CCC(=O)Nc1ccc(C(=O)OCC(=O)NC2CCCCCC2)cc1	1	-0.6	110	-3.0	12
40	CCCCOc1ccc(NC(=O)Nc2nnc(C)s2)cc1	3	0.0	119	0.0	0
41	CCCCSc1cnn(-c2ccccc2)c(=O)c1SCCCC	1	-1.0	98	1.7	-9
42	CN(C)C(CNC(=O)c1ccc(NC(=O)c2cccs2)cc1)c1ccccc1 (centres undefined)	6	0.3	115	-1.2	6
43	O=C(NC1CCCCC1)c1ccc(-c2ccccc2)cc1	7	-0.3	110	1.1	-6
44	CN(CCc1ccccn1)c1ccccc1	-6	-1.9	109	-2.4	11
45	CCOC(=O)C1=C(N2CCCCC2)c2cc3c(n2C1=O)CCCC3	-9	0.8	102	-2.9	14
46	O=C1OC(c2ccc(Cl)cc2)=N/C1=C\c1cccnc1	-1	1.2	105	-1.9	8
47	CCn1c(Cc2cccc3ccccc23)nnc1SCC(=O)Nc1nccs1	1	-0.2	104	-1.3	6
48	COc1cc(/C=C/C(=O)OCC(=O)N(C)Cc2ccccc2)cc(OC)c1OC	-6	0.7	·	-3.1	12
49	CC(=O)Nc1nc(-c2ccc3ccccc3c2)cs1	-8	-1.2	109	0.1	0
50	CCOC(=O)c1ccc(OCC2NCCc3cc(OC)c(OC)cc32)cc1 (centres undefined)	-6	-1.8	100	-3.3	18
51	O=C(COc1ccc2ccccc2c1)N1CCCC1	-5	-0.5	·	-0.5	3

nr	V-ATPase pHluor	Wnt bcat act	Arr AP2 block	Cardiac RTF inh	Keap1-Nrf2 PPI
37	8	-2	-3	2	-5
38	0	-11	-1	-26	3
39	-1	0	9	-4	-5
40	2	-1	0	-10	-3
41	-7	-5	8	-7	-4
42	2	0	-2	-7	-4
43	7	22	-1	-1	-1
44	-2	11	23	9	2
45	-1	·	12	2	2
46	2	·	12	3	-2
47	6	·	1	-12	-1
48	2	3	13	-9	2
49	4	48*	14	-6	-6
50	-1	-1	6	0	-9
51	-5	36*	28	-9	-2
